Bioassay records deposited in PubChem by National Center for Advancing Translational Sciences (NCATS).
AMA1-RON2 inh: qHTS for Inhibitors of AMA1-RON; Towards Development of Antimalarial Drug Lead: Primary Screen. AID 720542, 2013. Potency, µM (highest dose often 58.2 µM), for inactives: at the highest dose activity change, negative = inhibition, hits mostly inhibitors. hit rate 0.2% among 360,000. AlphaScreen AMA1-biotinylated RON2 peptide binding;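 also: potency is read from the fitted curve at half-maximal effect; 0% = vehicle wells and -100% = peptide control; nearly all actives have a fitted effect of over 45% in size; some results filed as inactive show a strong effect at the top dose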
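AMA1 (3D7) with his tag at 25 nM final met compounds first, then biotinylated RON2 peptide at 25 nM; detection used donor plus acceptor beads, 10 µg/mL apiece, read by AlphaScreen after 30 min at room temperature.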
HCMV antiviral: qHTS Assay for inhibitors of the human cytomegalovirus (HCMV) | HFF cells, HCMV-luciferase reporter, 72 h; stronger effect = lower value | activity change, negative = inhibition, % at 57.5 µM | hit rate 4.5% among 410,000 | AID 1259415, 2018; in the data active = activity change below about -60%; inconclusive = no clear call, values can overlap the other calls; inactive = above about -39%; also: % is scaled to controls: 0 for no effect and ±100 for the full control effect
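Compounds were evaluated in HFFs infected with an HCMV luciferase reporter virus (MOI 1 PFU/cell). Luciferase in lysates collected 72 h post infection served as the replication measure.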
CHX counter: Cycloheximide Counterscreen for Small Molecule Inhibitors of Shiga Toxin; cell reporter, cycloheximide protein synthesis inhibition counterscreen; max response, %; hit rate 12% among 300,000; AID 2314, 2010; in the data active = max response mostly above about 13%, no sharp cut-off; inactive = mostly below about 14%; also: read at 38.3 µM for the half of the compounds with a filed dose; 0% is about no effect
AmpC detergent: qHTS Inhibitors of AmpC Beta-Lactamase (assay with detergent); Potency, µM (doses to about 114 µM), for inactives: at the highest dose activity change, negative = inhibition, hits mostly inhibitors; P00811; AID 485294, 2010; hit rate 0.041% among 370,000; AmpC hydrolysis of nitrocefin, absorbance 480 nm, 0.01% Triton;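 also: potency is read from the fitted curve at half-maximal effect; 0% = no-compound wells and -100% = no-enzyme wells; nearly all actives have a fitted effect of over 25% in size; some results filed as inactive show a strong effect at the top dose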
Target sequence (P00811 whole entry, looked up): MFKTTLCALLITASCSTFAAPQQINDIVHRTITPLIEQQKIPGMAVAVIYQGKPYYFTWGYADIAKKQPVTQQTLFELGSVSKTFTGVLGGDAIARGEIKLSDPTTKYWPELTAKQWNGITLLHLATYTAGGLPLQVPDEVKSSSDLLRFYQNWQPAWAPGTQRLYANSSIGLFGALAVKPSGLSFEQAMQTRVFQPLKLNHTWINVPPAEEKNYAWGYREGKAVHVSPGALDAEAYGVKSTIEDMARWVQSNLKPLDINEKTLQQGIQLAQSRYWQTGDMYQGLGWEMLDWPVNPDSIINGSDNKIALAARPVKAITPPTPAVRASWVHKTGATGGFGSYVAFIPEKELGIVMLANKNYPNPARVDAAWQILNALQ
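AmpC (5.3 nM in the dispensed reagent) in 20 mM phosphate pH 7.0 with 0.01% (detergent screen) or 0.0001% Triton X-100 was preincubated with compounds for 15 min at room temperature. Nitrocefin was then added from an 800 uM solution, and hydrolysis was followed at 480 nm.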
FBPA Giardia inh: qHTS Assay for Inhibitors of Fructose-1,6-bisphosphate Aldolase from Giardia Lamblia; hit rate 0.71% among 290,000; AID 2451, 2010; Potency, µM (top dose mostly 59.6 µM), without a hit: at the top dose activity, negative = inhibition, most hits filed as inhibitors; A8B2U2; purified Giardia FBPA; also: potency is read from the fitted curve at half-maximal effect; % is scaled to controls: 0 for no effect and ±100 for the full control effect; nearly all actives have a fitted effect of over 55% in size
Target sequence (A8B2U2 whole entry, looked up): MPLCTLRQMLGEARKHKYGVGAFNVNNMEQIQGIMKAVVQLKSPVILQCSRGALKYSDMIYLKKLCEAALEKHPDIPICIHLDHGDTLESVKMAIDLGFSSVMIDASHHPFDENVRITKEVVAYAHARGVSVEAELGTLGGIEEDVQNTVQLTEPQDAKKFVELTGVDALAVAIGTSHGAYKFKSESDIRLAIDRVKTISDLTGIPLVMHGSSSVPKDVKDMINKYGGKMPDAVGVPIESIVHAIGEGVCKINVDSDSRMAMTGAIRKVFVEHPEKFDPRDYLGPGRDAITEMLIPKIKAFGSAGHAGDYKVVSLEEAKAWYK
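40 nM FBPA preincubated 10 min at RT with compound (up to 57.5 uM final), then substrate plus GAPDH/TPI/NAD/arsenate coupling and diaphorase/resazurin added. Fluorescence read after 20 min at RT, 525/598 nm.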
Shiga inhibitor: A qHTS for Small Molecule Inhibitors of Shiga Toxin. Vero cells, Shiga toxin protein synthesis inhibition reporter. hit rate 9.2% among 290,000. inhibition, % at 38.7 µM; in the data active = inhibition mostly above about 28%, no sharp cut-off; inactive = mostly below about 43%; also: 0% is about no effect
AmpC inh no detg: qHTS Inhibitors of AmpC Beta-Lactamase (assay without detergent); Potency, µM (doses to about 57.1 µM), for inactives: at the top dose activity change, negative = inhibition, hits mostly inhibitors; AID 485341, 2010; AmpC nitrocefin hydrolysis, absorbance 480 nm, 0.0001% Triton; hit rate 0.52% among 330,000; P00811;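 also: potency is read from the fitted curve at half-maximal effect; plate controls were no compound for no effect and no enzyme for full effect; nearly all actives have a fitted effect of over 20% in size; some results filed as inactive show a strong effect at the top dose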
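AmpC (5.3 nM in the dispensed reagent) in 20 mM phosphate pH 7.0 with 0.01% (detergent screen) or 0.0001% Triton X-100 was preincubated with compounds for 15 min at room temperature. Nitrocefin was then added from an 800 uM solution, and hydrolysis was followed at 480 nm.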
An asterisk follows results filed as active; u = inconclusive; x = not tested or not shown; [ ] = dose if it differs, or a comment. Unless noted, calls follow the shape of the dose curve; as a rule, active = well fitted curve in the direction sought with a large enough effect; inconclusive = small, poorly fitted or top-dose-only effect, or another doubt; inactive = no such curve, though single readings can be large; an effect the other way counts as inactive or inconclusive.

SMILES | AMA1-RON2 inh | HCMV antiviral | CHX counter | AmpC detergent | FBPA Giardia inh | Shiga inhibitor | AmpC inh no detg
Cc1cc(=O)oc2c3c(cc(OCC(=O)NCC4CCC(C(=O)O)CC4)c12)OC(C)(C)CC3 (stereo not given) | -3% | 5 | 1 | -13% | -14% | -1 | -2%
COC(=O)c1cccc(N2C(=O)c3ccccc3S2(=O)=O)c1 | 22% | 7 | -1 | -12% | 3% | 13 | -10%
CS(=O)(=O)N1CCC(C(=O)N2CCN(c3ccccc3F)CC2)CC1 | 15% | -39 | 6 | -12% | 3% | -3 | -11%
CCN(CC)S(=O)(=O)c1ccc(N2CCN(C)CC2)c(NC(=O)CSCC(=O)Nc2cccc(C)c2)c1 | 7% | 1 | x | -21% | x | x | 65%[activator]
COc1cc(OC)c(C(=O)O/N=C(\N)c2ccccc2)cc1OC | -1% | 22 | 29* | 0% | -3% | 48* | -17%
O=C(O)c1ccccc1NS(=O)(=O)c1ccc2c3c(cccc13)C(=O)N2 | 0% | 44 | -2 | u | 15% | -7 | -24%
O=C(c1ccco1)N1CCN(C(=O)c2sccc2-c2ccccc2)CC1 | -3% | -25 | -2 | u | 9% | 1 | -2%
CCOC(=O)C(C)Sc1nc(=O)n2ccccc2n1 (stereo not given) | -2% | u | -2 | -4% | 0% | -1 | -19%
COc1ccc(OCc2cc(=O)[nH]c3ccccc23)cc1 | u | -21 | 11 | -2% | -3% | 2 | -33%
Cc1cnc(C(=O)OCC(=O)Nc2ccc(C)c(S(=O)(=O)N3CCOCC3)c2)cn1 | 23% | -34 | x | x | x | x | -4%
CNS(=O)(=O)c1cccc(C(=O)OCc2cc(=O)n3cc(Br)ccc3n2)c1 | -5%[2.32 µM] | 11 | -1 | 5% | 1% | 5 | -26%
CCOc1ccccc1N1CCN(C(=O)C2c3ccccc3Oc3ccccc32)CC1 | -15% | -17 | 3 | 0% | 6% | 2 | 71%[activator]
O=C(O)c1cc2nc(C3CC3)cc(C(F)(F)F)n2n1 | 19% | 63 | -2 | -14% | 9% | -20 | 3%
C1CCC(n2nnnc2CN2CCN(C3CCCC3)CC2)CC1 | -1% | -5 | -2 | -7% | 4% | 2 | -9%
COCCn1c(SCC(=O)Nc2ccc(F)cc2F)nc2c([nH]c3ccccc32)c1=O | 8% | 21 | -2 | -8% | x | -4 | -8%
Cc1cc(C)cc(NC(=O)C(c2ccccc2)N2CCN(CC(=O)N3CCCC3)CC2)c1 (stereo not given) | -4% | -21 | x | 0% | x | x | 125%[activator]
COc1ccccc1NC(=O)c1cc2ccccc2nc1C | 8% | u | -2 | 0% | 0% | -9 | -14%
Cn1c(Oc2ccccc2NCc2cccc(Br)c2)cc(=O)n(C)c1=O | -8% | -35 | -4 | 7% | -2% | -7 | 77%[activator]
Cc1nc2cc(-c3ccccc3)[nH]n2c(=O)c1C | 13% | 71 | 34* | 2% | -7% | 63* | -12%
COc1cc(C(=O)N/N=C/c2ccccn2)cc(OC)c1OC | 99%[activator] | u | -2 | -10% | u | -13 | -13%
CCn1c(=O)n(CC)c2cc(S(N)(=O)=O)ccc21 | -1% | 27 | -8 | u | 2% | -18 | -6%
CCCc1nnc(SCC(=O)Nc2ccc(C(=O)OCC)cc2)o1 | 3% | -22 | 3 | 0% | -3% | 33 | 1%
Cc1cc2c(=O)n(C)c(SCC(=O)Nc3ccccc3)nc2s1 | 11% | -61* | 22* | -2% | -1% | 55* | -6%
O=C(N/N=C\c1ccc(Br)cc1)c1ccc(Cn2cccn2)o1 | 1% | 1 | 20* | u | -3% | 27 | -8%
O=C(CCN1C(=O)C2CCCCC2C1=O)Nc1nc(-c2ccccc2)cs1 (stereo not given) | -7% | 40 | 17* | 6% | -3% | 59 | -16%
Next compounds follow:
SMILES | AMA1-RON2 inh | HCMV antiviral | CHX counter | AmpC detergent | FBPA Giardia inh | Shiga inhibitor | AmpC inh no detg
Cc1ccc(S(=O)(=O)C(c2ccccc2)c2c(C)noc2C)cc1 (stereo not given) | -2%[11.6 µM] | -72* | -3 | u | 9% | 2 | -17%
COc1cccc(C(=O)Nc2ccc3c(c2)C(=O)c2ccccc2C3=O)c1 | -24% | u | 31* | u | -9% | 38* | -16%
CCCCNC(=O)N1CCN(c2ccccc2OCC)CC1 | -9% | u | 7 | -6% | 5% | 10 | 44%
Cc1ccc[n+](-c2[nH]c(=O)sc2/C=N/NC(=O)c2ccccc2[O-])c1 | 9% | 29 | 2 | -9% | -15% | 1 | -10%
CCOC(=O)C1=C(C)N=C2SCCC(=O)N2[C@@H]1/C=C/c1ccccc1 | 0% | 17 | -2 | -1% | 0% | -14 | 39%
COc1cc2nc(SCC(=O)NCc3ccco3)n(Cc3ccc(Cl)cc3)c(=O)c2cc1OC | -1% | -69* | 6 | -12% | 7% | 2 | 1%
COCCN(C(=O)COC(=O)C(c1ccccc1)c1ccccc1)c1c(N)n(Cc2ccccc2)c(=O)[nH]c1=O | 14% | 14 | x | u | x | x | 205%[activator]
Cc1cccc(C)c1NC(=S)N/N=C/c1ccc(OCCC(C)C)cc1 | 0% | u | 10 | -7% | -1% | -10 | -37%
Cc1cccc(Cl)c1NC(=S)NN | 78%[activator] | u | 0 | 10% | -2% | -16 | -20%
C[C@H](O)C(=O)C1=Nc2c(nc(N)[nH]c2=O)NC1 | 4% | u | x | 0% | 2% | x | -12%
CC12CCC(=O)N1C(C(=O)N1CCN(c3cccc(Cl)c3)CC1)CS2 (stereo not given) | 26% | u | x | 6% | x | x | 26%
CCC(C)Sc1ccc(-c2nc3ccc(Cl)cn3c2NCc2ccccc2)cc1 (stereo not given) | -5% | 153 | x | x | x | x | -17%
CCN(C[C@H]1N[C@@](CC)(C(=O)OC)[C@H]2C(=O)N(C)C(=O)[C@@H]12)C(=O)Nc1ccc(OC)cc1 | 6% | -8 | x | x | x | x | -5%
CC(C)(CNC(=O)c1cccc(S(=O)(=O)NCc2ccccc2)c1)N1CCOCC1 | -2% | -7 | x | 3% | x | x | -11%
CC1CCN(c2nc(N3CCCCC3)nc(N3CCCCC3)n2)CC1 | -4% | u | -2 | -3% | 5% | 13 | -10%
CSc1ccccc1NC(=O)CN(c1ccccc1)S(=O)(=O)N(C)C | 2% | 42 | -1 | 4% | 2% | -7 | -3%
O=C(COc1ccccc1Cl)Nc1cccnc1 | 0% | 30 | 40* | -5% | 0% | 73* | -17%
Cc1cc(NCc2cccnc2)nc(N)n1 | -3% | 42 | -2 | 7% | 9% | -5 | -3%
COCCn1c(C)cc(C(=O)COC(=O)/C=C/c2c(C)nn(C3CCS(=O)(=O)C3)c2Cl)c1C (stereo not given) | 7% | u | x | u | x | x | 192%[activator]
O=C(OCC(=O)N(C1CCCCC1)C1CCCCC1)c1ccc(Cl)nc1 | 21% | -12 | x | 9% | x | x | -17%
CCOC(=O)c1cnc(-n2nc(C)cc2C)nc1NNc1cc(C)nc(-c2ccccc2)n1 | 9% | -2 | -2 | u | 13% | 5 | 3%
COc1ccc(NC(=O)/C(=C\c2cc(OC)c(OC)cc2[N+](=O)[O-])NC(=O)c2ccccc2)cc1 | -8% | 56 | -2 | u | 1% | -19 | 0%
COc1ccccc1/C=C/C(=O)OCC(=O)Nc1ccc(Cl)cn1 | -5% | -16 | -1 | 4% | -1% | -4 | -44%
COc1ccccc1C(=O)NCC(=O)OC(C)C(=O)N(C)C1CCCCC1 (stereo not given) | -7% | -16 | x | u | x | x | -9%
NC1=C([N+](=O)[O-])C(c2ccc3c(c2)OCO3)C2=C(CCCC2=O)O1 (stereo not given) | 0% | 10 | -2 | -10% | -5% | -5 | -32%
Carrying on:
SMILES | AMA1-RON2 inh | HCMV antiviral | CHX counter | AmpC detergent | FBPA Giardia inh | Shiga inhibitor | AmpC inh no detg
O=C(Nc1ccccc1)N1CCN(c2ccc(C(F)(F)F)cn2)CC1 | 4% | -35 | -3 | u | 0% | -3 | -13%
O=C(COC(=O)CC1c2ccccc2CCN1S(=O)(=O)c1ccccc1)Nc1ccccc1 (stereo not given) | 3% | -22 | 1 | u | -8% | -9 | -12%
Cn1cc(Br)c(C(=O)NNC(=O)c2cccc(Br)c2)n1 | 49%[activator] | 15 | 9 | -14% | 0% | 27 | -16%
COC(=O)c1ccccc1NC(=O)CN(c1c(C)cccc1C)S(C)(=O)=O | 10% | -10 | -1 | -8% | 11% | 22 | 13%
NS(=O)(=O)c1cccc(NC(=O)c2cc(-c3cccs3)nc3ccccc23)c1 | -10% | -6 | -4 | 10% | -24% | 6 | 18µM*
Cc1ccc(C(=O)NC(=S)N2CCCCCC2)cc1 | 70%[activator] | -36 | x | -1% | x | x | -15%
Cc1noc(C)c1S(=O)(=O)N1Cc2ccccc2CC1C(=O)N(C)C (stereo not given) | 2% | -25 | 8 | 4% | x | 2 | -12%
Cc1[nH]c2ccccc2c1NC(=O)CN1CCN(c2cccc(C(F)(F)F)c2)CC1 | -5% | 4 | 7 | -5% | 2% | -11 | x
Cc1ccc(-n2nnnc2SCC(=O)N2CCN(C(=O)c3ccco3)CC2)c(C)c1 | -2% | -7 | -4 | -14% | 0% | -1 | 64%[activator]
S=C(NC1CC1)N1CCN(c2ccc(Cl)cc2)CC1 | -1% | -4 | -1 | 1% | 1% | -10 | -3%
O=C1CSC(c2cccnc2)N1c1cccc(Cl)c1 (stereo not given) | 2% | -3 | -4 | -11% | 1% | -3 | -17%
Cn1c(=O)c2c(ncn2CC(=O)N/N=C/C=C/c2ccccc2[N+](=O)[O-])n(C)c1=O | 4% | x | 10 | -7% | 1% | 12 | -7%
CC1=C(C(=O)Nc2ccc(Cl)cc2)C(c2cccs2)n2nnnc2N1 (stereo not given) | 0% | -19 | -1 | 0% | 3% | -15 | 55%
CC1CCC(NC(=O)CC(C)(C)Cc2nc3ccccc3c(=O)[nH]2)CC1 (stereo not given) | -4% | u | 16* | 2% | -1% | 51 | 32%
CCOc1ccc(CNCCN2CCCC2)cc1 | u | -21 | -2 | u | u | -9 | 25%
O=C(CSc1nnc(-c2cccs2)o1)N1CCc2ccccc21 | 4% | 35 | 1 | -11% | 1% | -18 | -12%

Full records, looked up by structure. Screens in order: AMA1-RON2 inh, HCMV antiviral, CHX counter, AmpC detergent, FBPA Giardia inh, Shiga inhibitor, AmpC inh no detg
CCOc1ccc(CNCCN2CCCC2)cc1 is listed with u, -21, -2, u, u, -9, 25%
O=C(COC(=O)CC1c2ccccc2CCN1S(=O)(=O)c1ccccc1)Nc1ccccc1 (stereo not given) is listed with 3%, -22, 1, u, -8%, -9, -12%
Cc1[nH]c2ccccc2c1NC(=O)CN1CCN(c2cccc(C(F)(F)F)c2)CC1 is listed with -5%, 4, 7, -5%, 2%, -11, x

Not a hit list, and some 16% of all compounds hit somewhere here.
